# Compound activity deposited in PubChem BioAssay by Broad Institute.
# IDH1 R132H inh: inhibitors of human IDH1 R132H | inhibition, % at 10 µM | 70,000 compounds, 0.18% hits | O75874 | AID 624101 | IDH1 R132H reductase, diaphorase/resazurin fluorescence, 60 min; in the data active = inhibition above about 34%;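 note: 0% = DMSO and 100% = no enzyme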
# Target sequence (O75874 whole entry R132H): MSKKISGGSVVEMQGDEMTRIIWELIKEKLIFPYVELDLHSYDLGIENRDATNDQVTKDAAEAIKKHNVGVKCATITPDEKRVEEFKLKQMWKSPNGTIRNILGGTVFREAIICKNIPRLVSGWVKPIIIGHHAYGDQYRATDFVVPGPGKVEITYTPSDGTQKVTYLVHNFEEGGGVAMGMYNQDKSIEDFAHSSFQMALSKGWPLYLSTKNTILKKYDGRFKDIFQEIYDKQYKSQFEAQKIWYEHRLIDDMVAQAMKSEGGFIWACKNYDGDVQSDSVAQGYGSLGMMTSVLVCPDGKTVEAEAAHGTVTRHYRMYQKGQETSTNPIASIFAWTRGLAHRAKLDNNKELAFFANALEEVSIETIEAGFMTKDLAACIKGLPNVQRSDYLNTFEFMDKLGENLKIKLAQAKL
# PRC2 inh: blocks human EZH2/PRC2 H3K27 methylation | DELFIA TRF, 1 h | inhibition, % at 12.5 µM | 57,000 compounds, 0.35% hits;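 active = mean inhibition of replicates at least 50% and every single replicate also reaching 50%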;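 note: dimethyl H3K27 on biotinylated H3 21-44 peptide detected by antibody; plate controls were median neutral control wells for no effect and median positive control wells for full effect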
# Active calls of the source: *; . = not tested or not shown. These rows are one share of the data; rates above refer to the full screens.
SMILES,IDH1 R132H inh,PRC2 inh
COc1ccc(OC)c(C(=O)CSc2nnc(-c3cccnc3)n2C)c1,-0.5,-7
CC(C)NC(=O)Nc1ccc2c(c1)C(=O)N([C@@H](C)CO)C[C@@H](C)[C@H](CN(C)C(=O)CCCN(C)C)OCCCC[C@H](C)O2,0.9,1
CCO[C@H]1OC(C(=O)O)=C[C@@H](c2cn(C(C)=O)c3ccccc23)[C@@H]1CCCO,.,0
O=C(N[C@@H]1CC[C@H](CCNS(=O)(=O)c2ccc(Cl)cc2)O[C@H]1CO)c1cnccn1,0.3,-6
COC(=O)COc1cccc(NC(=O)c2ccc(Cl)cc2)c1,-0.2,0
Cc1ccc(S(=O)(=O)NCc2cccnc2)cc1,0.3,10
CCCC#Cc1cnc2c(c1)C(=O)N([C@H](C)CO)C[C@H](C)[C@@H](CN(C)C(=O)C1CC1)O2,-0.5,-18
CCS(=O)(=O)Nc1ccc2c(c1)C(=O)N(C)C[C@H](OC)[C@H](C)CN(C)[C@@H](C)CO2,0.0,-10
C[C@H](CO)N1C[C@H](C)[C@H](CN(C)C(=O)c2ccc(F)cc2)Oc2ncc(-c3ccc(F)cc3)cc2C1=O,.,-6
O=C(NCC[C@@H]1CC[C@H](NC(=O)c2ccccc2F)[C@H](CO)O1)c1ccc2c(c1)OCO2,0.0,-12
O=S(=O)(Cc1ccccc1)NCC[C@@H]1CC[C@H](NS(=O)(=O)c2ccc(F)cc2)[C@H](CO)O1,-0.1,0
CCCC#Cc1cnc2c(c1)C(=O)N([C@@H](C)CO)C[C@@H](C)[C@H](CN(C)Cc1ccccc1)O2,-5.1,-17
Cc1ccc(-c2cnc3c(c2)C(=O)N([C@@H](C)CO)C[C@@H](C)[C@H](CN(C)CC2CCOCC2)O3)cc1,-0.8,15
NCC[C@@H]1CC[C@H](NC(=O)Nc2ccc(F)cc2)[C@H](CO)O1,1.1,-2
CCN(CC(=O)Nc1ccccc1C(F)(F)F)S(=O)(=O)c1ccc(Cl)cc1,-0.4,9
COc1ccc(CN(C)C[C@H]2Oc3c(NC(=O)Nc4ccc(F)cc4)cccc3C(=O)N([C@H](C)CO)C[C@H]2C)cc1,.,-8
COc1ccc(S(=O)(=O)Nc2cccc3c2O[C@@H](CN(C)S(=O)(=O)c2c(C)noc2C)[C@H](C)CN([C@H](C)CO)C3=O)cc1,-0.4,.
COc1ccc(C[C@H](C)NC[C@@H](O)c2ccc(O)c(NC=O)c2)cc1,-2.3,.
CN(C)CC(=O)Nc1ccc2c(c1)[C@@H]1C[C@@H](CC(=O)NC3CCCCC3)O[C@H](CO)[C@@H]1O2,0.2,1
C[C@@H]1CN([C@H](C)CO)C(=O)c2cc(NS(=O)(=O)c3ccc(Cl)cc3)ccc2O[C@@H]1CN(C)S(=O)(=O)c1ccc(Cl)cc1,-0.2,.
C[C@H](CO)N1C[C@H](C)[C@@H](CN(C)CC2CCCCC2)OCCCC[C@H](C)Oc2ccc(NC(=O)CCC(F)(F)F)cc2C1=O,-1.0,.
O=C(COc1ccc2cc(Br)ccc2c1)Nc1cccc([N+](=O)[O-])c1,0.3,18
C[C@@H]1CN([C@H](C)CO)S(=O)(=O)c2ccc(-c3cncnc3)cc2O[C@@H]1CN(C)C(=O)c1ccc2c(c1)OCO2,-0.6,6
COc1ccc(S(=O)(=O)Nc2ccc3c(c2)C(=O)N([C@H](C)CO)C[C@H](C)[C@@H](CN(C)C(=O)Nc2ccccc2)OCCCC[C@@H](C)O3)cc1,3.0,.
C[C@H]1CN([C@@H](C)CO)C(=O)CCCn2cc(nn2)CO[C@@H]1CN(C)S(=O)(=O)c1cccc(F)c1,.,0
C[C@@H]1CCCCO[C@@H](CN(C)C(=O)C2CCCCC2)[C@H](C)CN([C@@H](C)CO)C(=O)c2cc(NC(=O)c3ccncc3)ccc2O1,0.7,-2
C[C@H](CO)N1C[C@H](C)[C@@H](CN(C)C(=O)C2CCCCC2)Oc2cc(C#C[C@@H](C)O)ccc2S1(=O)=O,.,7
COc1ccc(OC(C)C(=O)Nc2cc(C)ccc2OC)cc1 (stereo unspecified),-0.5,20
COC(=O)c1ccccc1NC(=O)c1ccc(Cl)c(S(=O)(=O)Nc2ccccc2C)c1,3.8,45
C[C@@H]1CN([C@@H](C)CO)C(=O)CCCn2cc(nn2)CO[C@@H]1CN(C)S(C)(=O)=O,.,-3
COc1ccc(CN(C)C[C@@H]2Oc3ccc(NS(=O)(=O)c4cccs4)cc3C(=O)N([C@H](C)CO)C[C@@H]2C)cc1,1.5,.
C[C@@H]1CN([C@H](C)CO)C(=O)c2cccc(NS(=O)(=O)c3ccc(Cl)cc3)c2O[C@H]1CN(C)S(=O)(=O)c1cn(C)cn1,-1.6,.
COc1ccccc1CNc1cc(-c2nn3c(C)nnc3s2)ccc1C,0.1,2
C[C@H](CO)N1C[C@H](C)[C@@H](CN(C)S(=O)(=O)c2ccccc2)Oc2cc(Br)ccc2S1(=O)=O,-0.2,-17
COc1cc(OC)cc(C(=O)Nc2ccc(S(=O)(=O)Nc3ncccn3)cc2)c1,-0.8,0
CC(C)NC(=O)Nc1cccc2c1O[C@H](CN(C)Cc1ccc(C(=O)Nc3ccccc3N)cc1)[C@H](C)CN([C@@H](C)CO)C2=O,3.9,-10
O=C(C[C@@H]1C[C@@H]2c3cc(NS(=O)(=O)c4ccc(F)cc4)ccc3O[C@@H]2[C@@H](CO)O1)NC1CCCC1,0.0,14
CC(=O)N(C)C[C@H]1Oc2cc(C#Cc3cccc(F)c3)ccc2S(=O)(=O)N([C@@H](C)CO)C[C@H]1C,-0.5,.
C[C@H]1CN([C@@H](C)CO)C(=O)CCCn2cc(nn2)CO[C@@H]1CN(C)CC1CCCCC1,0.3,-6
CO[C@H]1CN(C)C(=O)c2cc(NC(=O)c3ccccc3)ccc2OC[C@@H](C)N(C(=O)CN(C)C)C[C@H]1C,-0.1,-8
CCCNC(=O)C[C@H]1C[C@@H]2c3cc(NC(=O)Nc4ccc(OC)cc4)ccc3O[C@@H]2[C@H](CO)O1,-0.6,14
COCC(=O)N(C)C[C@H]1Oc2cc(-c3ccc(C#N)cc3)ccc2S(=O)(=O)N([C@@H](C)CO)C[C@@H]1C,-7.1,3
C[C@H]1CN([C@@H](C)CO)S(=O)(=O)c2ccc(C#Cc3ccncc3)cc2O[C@@H]1CN(C)C(=O)Nc1ccc2c(c1)OCO2,.,-1
c1ccc(-c2cn3c4ccccc4n(CCN4CCOCC4)c3n2)cc1,-0.6,5
C[C@@H]1CCCCO[C@H](CN(C)C(=O)C2CCCCC2)[C@H](C)CN([C@@H](C)CO)C(=O)c2cc(N(C)C)ccc2O1,-3.3,-6
C[C@@H]1CN([C@H](C)CO)S(=O)(=O)c2ccc(C#CCN(C)C)cc2O[C@H]1CN(C)CC1CCCC1,-0.4,-5
CCCNC(=O)N[C@H]1CC[C@H](CC(=O)N2CCN(C)CC2)O[C@H]1CO,0.0,-6
COCc1cn(CC[C@H]2CC[C@H](NC(=O)Nc3ccc(C(F)(F)F)cc3)[C@H](CO)O2)nn1,-0.2,3
C[C@H](CO)N1C[C@H](C)[C@H](CN(C)C)Oc2c(NC(=O)Nc3ccccc3)cccc2C1=O,.,4
CCC(=O)N(C)C[C@@H]1Oc2cc(-c3ccc(C)cc3)ccc2S(=O)(=O)N([C@@H](C)CO)C[C@H]1C,-1.9,.

# (more compounds)
SMILES,IDH1 R132H inh,PRC2 inh
C[C@@H]1CN([C@@H](C)CO)C(=O)c2cc(N(C)C)ccc2O[C@@H](C)CCCCO[C@H]1CN(C)C(=O)CCC(F)(F)F,-2.8,0
NC(=O)c1ccccc1NC(=O)COc1ccc2oc3c(c2c1)CCCC3,-0.2,-5
COCC#Cc1ccc2c(c1)O[C@H](CN(C)C)[C@@H](C)CN([C@H](C)CO)S2(=O)=O,-1.1,.
Cc1ccc(NC(=O)CSc2nc3sc4c(c3c(=O)[nH]2)CCCC4)cc1[N+](=O)[O-],-0.3,49
COc1ccc(CN(C)C[C@H]2Oc3ccc(NS(=O)(=O)c4ccc(Cl)cc4)cc3C(=O)N([C@@H](C)CO)C[C@@H]2C)cc1,1.2,-2
C[C@H](CO)N1C[C@H](C)[C@H](CN(C)S(=O)(=O)c2cccs2)Oc2ccc(NC(=O)c3ccncc3)cc2CC1=O,3.6,.
CC(C)c1cn(CC[C@@H]2CC[C@H](NS(=O)(=O)c3ccc(F)cc3)[C@@H](CO)O2)nn1,0.3,-5
CC1=CCC(C(=O)O)C(C(=O)Nc2cccnc2)C1 (stereo unspecified),2.9,.
COC(=O)CSc1nnc2c3c4c(sc3nc(-c3ccccc3Cl)n12)CCCC4,0.2,-13
C[C@H]1CN([C@@H](C)CO)C(=O)c2cc(N(C)C)ccc2O[C@H]1CN(C)Cc1ccccc1,1.1,-1
O=C(Nc1ccc2c(c1)OCO2)N[C@@H]1CC[C@H](CCNC(=O)C2CCCCC2)O[C@H]1CO,0.2,3
C[C@@H]1CN([C@@H](C)CO)C(=O)c2cc(NC(=O)Nc3ccc4c(c3)OCO4)ccc2O[C@@H]1CN(C)S(=O)(=O)c1ccc(Cl)cc1,-0.4,.
C[C@H]1CCCCO[C@@H](CN(C)S(=O)(=O)c2ccccc2)[C@@H](C)CN([C@@H](C)CO)C(=O)c2cc(NC(=O)CCC(F)(F)F)ccc2O1,0.0,.
CCCNC(=O)N(C)C[C@@H]1Oc2cc(C#CCOC)ccc2S(=O)(=O)N([C@@H](C)CO)C[C@@H]1C,0.1,-17
C[C@H](CO)N1C[C@H](C)[C@H](CN(C)Cc2ccc(C(=O)O)cc2)Oc2c(NC(=O)c3ccc(-c4nccs4)cc3)cccc2C1=O,1.6,.
C[C@@H]1CN([C@H](C)CO)C(=O)Cc2cc(NC(=O)Nc3ccccc3)ccc2O[C@H]1CN(C)S(=O)(=O)c1cn(C)cn1,0.1,.
COc1ccc(NC(=O)CN(C2CCCCC2)S(=O)(=O)c2ccc(C)cc2)cc1Cl,2.4,23
C[C@@H]1CN([C@@H](C)CO)C(=O)c2cc(NC(=O)c3ccncc3)ccc2O[C@H]1CN(C)S(C)(=O)=O,-1.5,1
C[C@@H]1CN([C@H](C)CO)C(=O)c2cc(-c3ccccc3)cnc2O[C@@H]1CN(C)C(=O)Cc1ccccn1,.,-3
C[C@@H]1CN([C@H](C)CO)C(=O)Cc2cc(NC(=O)C3CC3)ccc2O[C@@H]1CN(C)C(=O)Nc1ccc(C(F)(F)F)cc1,-0.1,0

# Ten consecutive entries from above, quoted:
SMILES,IDH1 R132H inh,PRC2 inh
COC(=O)CSc1nnc2c3c4c(sc3nc(-c3ccccc3Cl)n12)CCCC4,0.2,-13
C[C@H]1CN([C@@H](C)CO)C(=O)c2cc(N(C)C)ccc2O[C@H]1CN(C)Cc1ccccc1,1.1,-1
O=C(Nc1ccc2c(c1)OCO2)N[C@@H]1CC[C@H](CCNC(=O)C2CCCCC2)O[C@H]1CO,0.2,3
C[C@@H]1CN([C@@H](C)CO)C(=O)c2cc(NC(=O)Nc3ccc4c(c3)OCO4)ccc2O[C@@H]1CN(C)S(=O)(=O)c1ccc(Cl)cc1,-0.4,.
C[C@H]1CCCCO[C@@H](CN(C)S(=O)(=O)c2ccccc2)[C@@H](C)CN([C@@H](C)CO)C(=O)c2cc(NC(=O)CCC(F)(F)F)ccc2O1,0.0,.
CCCNC(=O)N(C)C[C@@H]1Oc2cc(C#CCOC)ccc2S(=O)(=O)N([C@@H](C)CO)C[C@@H]1C,0.1,-17
C[C@H](CO)N1C[C@H](C)[C@H](CN(C)Cc2ccc(C(=O)O)cc2)Oc2c(NC(=O)c3ccc(-c4nccs4)cc3)cccc2C1=O,1.6,.
C[C@@H]1CN([C@H](C)CO)C(=O)Cc2cc(NC(=O)Nc3ccccc3)ccc2O[C@H]1CN(C)S(=O)(=O)c1cn(C)cn1,0.1,.
COc1ccc(NC(=O)CN(C2CCCCC2)S(=O)(=O)c2ccc(C)cc2)cc1Cl,2.4,23
C[C@@H]1CN([C@@H](C)CO)C(=O)c2cc(NC(=O)c3ccncc3)ccc2O[C@H]1CN(C)S(C)(=O)=O,-1.5,1

# Additional records:
SMILES,IDH1 R132H inh,PRC2 inh
C[C@H](CO)N1C[C@H](C)[C@H](CN(C)Cc2ccncc2)Oc2ncc(/C=C/c3ccccc3)cc2C1=O,0.4,.
COc1ccc(-c2cnc3c(c2)C(=O)N([C@H](C)CO)C[C@@H](C)[C@@H](CN(C)Cc2ccc(C(=O)O)cc2)O3)cc1,0.1,.
COc1ccc(Br)c(/C=N/NC(=O)c2cccc(C(=O)NO)c2)c1,-0.2,3
COc1ccc(S(=O)(=O)NCc2ccccn2)cc1C,0.1,-2
CC(=O)N(C)C[C@@H]1Oc2cc(-c3cccc(F)c3)ccc2S(=O)(=O)N([C@H](C)CO)C[C@@H]1C,0.0,.
C[C@@H]1CN([C@H](C)CO)C(=O)c2cc(NC(=O)CCC(F)(F)F)ccc2O[C@@H](C)CCCCO[C@H]1CN(C)S(C)(=O)=O,.,4
CCC(=O)N[C@@H]1CC[C@@H](CC(=O)OC)O[C@@H]1CO,0.3,-2
CO[C@H]1CN(C)C(=O)c2ccc(NC(=O)Nc3ccc(Cl)cc3)cc2OC[C@@H](C)N(C)C[C@@H]1C,0.1,-14
COc1ccccc1CNC(=O)C[C@@H]1C[C@H]2c3cc(NC(=O)CC4CC4)ccc3O[C@H]2[C@H](CO)O1,-0.6,4
COc1ccc(C)cc1S(=O)(=O)N(C)CC(=O)Nc1ccccc1F,-0.5,3
CO[C@H]1CN(C)C(=O)c2ccc(NC(=O)c3cc(C)on3)cc2OC[C@@H](C)N(C(=O)C2CC2)C[C@@H]1C,0.1,6
Cc1ccc(S(=O)(=O)Nc2ccc3c(c2)CC(=O)N([C@@H](C)CO)C[C@@H](C)[C@@H](CN(C)S(=O)(=O)c2ccc(Cl)cc2)O3)cc1,-5.4,.
C[C@@H]1CN([C@H](C)CO)C(=O)c2cc(C#Cc3cccnc3)cnc2O[C@@H]1CN(C)S(=O)(=O)c1ccccc1F,0.5,9
O=[N+]([O-])c1ccc2nc(CSc3nc4ccccc4s3)[nH]c2c1,-0.4,12
C[C@@H]1CN([C@@H](C)CO)C(=O)Cc2cc(NS(=O)(=O)c3ccc(F)cc3)ccc2O[C@H]1CN(C)S(=O)(=O)c1cn(C)cn1,-0.4,.
